Source: PubChem BioAssay
CTSL1 counter – cathepsin L1 inhibition, PFM18AAP counter-screen; inhibition, % at 5.96 µM; 300,000 tested, 0.49% active; recombinant F. hepatica cathepsin L1, Z-Leu-Arg-MCA fluorescence; AID 1906;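 active = inhibition above the mean of all tested compounds plus 3 SD, set per screening campaign, cut at about 17% in these data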;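 note: 0% = plate median of test compound wells and 100% = 1 µM Z-Phe-Ala-diazomethylketone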
Efflux pump mplx – blocks antifungal efflux pumps in multiplex yeast assay; S. cerevisiae Candida pump triplex, Nile Red efflux; inhibition, % at 10 µM; 330,000 tested, 0.44% active; AID 485275;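 active = plate passing quality check with inhibition over a set limit, or well fluorescence over plate mean plus 4 SD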;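 note: Nile Red retained in pooled yeast measured as flow cytometry median fluorescence; 0% = buffer negative control and 100% = Enniatin B positive control; higher means more Nile Red kept so more efflux inhibition; some compounds called inactive have numbers as strong as hits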
PP5 inh – blocks human protein phosphatase 5 activity; purified PP5c, OMFP substrate fluorescence; 320,000 tested, 0.18% active; inhibition, % at 6.7 µM;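 active = inhibition above the campaign's mean inhibition across all tested compounds plus 3 SD, cut at about 9.5% in these data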;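 note: 0% = DMSO only and 100% = 100 µM cantharidin control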
Target sequence (P53041 whole entry, looked up): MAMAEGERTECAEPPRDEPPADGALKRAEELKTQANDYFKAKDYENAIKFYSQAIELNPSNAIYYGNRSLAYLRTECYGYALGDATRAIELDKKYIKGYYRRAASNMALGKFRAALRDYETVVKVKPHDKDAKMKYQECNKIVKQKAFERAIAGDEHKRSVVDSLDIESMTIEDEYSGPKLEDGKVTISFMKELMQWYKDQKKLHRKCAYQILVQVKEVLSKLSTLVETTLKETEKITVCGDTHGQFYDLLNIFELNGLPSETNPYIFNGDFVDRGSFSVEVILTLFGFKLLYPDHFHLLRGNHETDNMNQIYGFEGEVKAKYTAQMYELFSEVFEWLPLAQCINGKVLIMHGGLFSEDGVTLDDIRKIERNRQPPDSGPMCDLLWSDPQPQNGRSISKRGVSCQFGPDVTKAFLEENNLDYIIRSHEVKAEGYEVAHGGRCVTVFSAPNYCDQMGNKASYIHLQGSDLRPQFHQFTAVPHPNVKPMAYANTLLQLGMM
PREPL inh – human PREPL enzyme inhibition; Q4J6C6; recombinant PREPL, fluorescence polarization activity-based probe; inhibition, % at 5.96 µM; 320,000 tested, 0.68% active; AID 2751; in the data active = inhibition above about 43%;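 note: 0% = enzyme with DMSO and 100% = wells lacking enzyme; many of its hits are not listed in these tables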
PP1 counter – blocks human PP1-alpha phosphatase, a PP5 counter-screen. AID 2235. 320,000 tested, 0.9% active. inhibition, % at 6.7 µM. purified PP1alpha, OMFP fluorescence. P62136;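 active = inhibition above the mean inhibition of all tested compounds plus 3 SD, computed separately for each screening campaign, cut at about 15% in these data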
LYPLA2 counter – blocks human lysophospholipase 2, a PME1 counter-screen | O95372 | recombinant LYPLA2, FP-Rh probe fluorescence polarization | inhibition, % at 5.9 µM | 320,000 tested, 0.38% active;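 active = inhibition above the screen-wide mean plus 3 SD, limit set per campaign, cut at about 26% in these data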;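 note: 0% = LYPLA2 with DMSO and 100% = wells lacking LYPLA2 enzyme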
GASC-1 inh – inhibitors of human GASC-1 (JMJD2C) demethylase | inhibition, % at 2.35 µM | 330,000 tested, 0.069% active | GST-JMJD2C(1-420) H3K9me3 demethylation, DELFIA europium | AID 2099 | Q9H3R0;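 active = more than half of a compound's replicate wells show inhibition beyond 50%, single wells judged on their own value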;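 note: signal counts dimethyl H3K9 product captured on neutravidin plate; 0% = median of DMSO wells and 100% = 0.3 times that DMSO median; strong numbers were not always called active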
Target sequence (Q9H3R0 1-420 limits assumed): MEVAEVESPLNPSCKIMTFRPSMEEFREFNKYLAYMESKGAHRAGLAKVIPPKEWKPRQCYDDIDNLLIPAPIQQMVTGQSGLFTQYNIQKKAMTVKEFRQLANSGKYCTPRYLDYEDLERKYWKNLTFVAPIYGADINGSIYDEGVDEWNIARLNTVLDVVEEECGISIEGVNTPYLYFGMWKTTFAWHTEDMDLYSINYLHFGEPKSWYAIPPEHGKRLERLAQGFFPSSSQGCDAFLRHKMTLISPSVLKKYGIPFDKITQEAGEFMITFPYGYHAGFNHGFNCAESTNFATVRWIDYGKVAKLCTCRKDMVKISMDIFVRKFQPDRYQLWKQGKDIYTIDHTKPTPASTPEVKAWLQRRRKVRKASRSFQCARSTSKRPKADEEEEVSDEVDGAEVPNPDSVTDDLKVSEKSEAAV
core dimer inh – blocks dimerization of HCV core protein; inhibition, % at 5 µM; 300,000 tested, 0.33% active; TR-FRET GST/Flag-core106 dimerization, 1536-well;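 active = inhibition above the mean of all tested compounds plus 3 SD, set per screening campaign, cut at about 45% in these data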
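Assay system: Tagged HCV core106 pair (GST and Flag) | Buffer or medium: KF-containing HEPES buffer, pH 7.45, DTT, CHAPS, BSA | Also added: Eu donor and XL665 acceptor anti-tag antibodies | Dosing: One concentration, 5 µM, in 0.5% DMSO | Timing: 4 h at 22.5 °C | Technique: TR-FRET 671 and 617 nm emission | Repeats: Singlicate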
TPT1 inhibitor – C. albicans TPT1 enzyme inhibition; recombinant caTPT1, FP RNA substrate dephosphorylation; inhibition, % at 5 µM; 300,000 tested, 0.81% active;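 active = inhibition above the mean of all tested compounds plus 3 SD, set per screening campaign, cut at about 24% in these data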;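 note: plate controls were DMSO alone for no effect and ferristatin control at 100 nM for full effect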
* = called active by the depositor; · = no result given.

SMILES	CTSL1 counter	Efflux pump mplx	PP5 inh	PREPL inh	PP1 counter	LYPLA2 counter	GASC-1 inh	core dimer inh	TPT1 inhibitor
Nc1ccc(C2(c3ccc(N)cc3)CCCCC2)cc1	3	0.0	0.1	12	1	-4	4	3	2
CN1CCN(c2ccc([N+](=O)[O-])c(N/N=C3\CN4CCC3CC4)c2)CC1	2	-0.1	0.9	10	-3	-1	3	7	-2
CCCC12CN3CCN(CC(C3)/C1=N\NC(=O)c1ccncc1)C2	2	0.0	3.1	0	5	2	3	-3	-3
COP(=O)(OC)C1(Nc2ccc(C)cc2)CCCCC1	-3	0.1	3.0	-1	0	3	17	-2	-2
O=c1[nH]c(=S)n(Cc2ccc(F)cc2)c(O)c1/C=N/N1CCCCCC1	-4	0.1	-5.7	-5	1	-4	-2	6	8
c1cncc(CNC2CCCC2)c1	-3	-0.1	-0.3	-3	0	5	-1	1	-3
COc1ccc2c(c1OC)C(=O)O[C@@H]2[C@H]1c2cc3c(cc2CCN1C)OCO3	-2	0.0	1.6	-7	-1	4	·	4	-2
COC(=O)C1=C(c2ccc(OC)c(OC)c2)C[C@@H]2CC[C@H]1N2C(=O)NCc1ccc(F)cc1	·	-0.4	0.3	10	-3	9	4	·	·
O=c1c(C=NCCN2CCNCC2)c(O)n(C2CCCCC2)c(=O)n1C1CCCCC1	-2	0.0	-0.1	-2	6	3	-3	-7	1
COc1ccc(CCn2c(O)c(C=NCCCN(C)C)c(=O)[nH]c2=O)cc1OC	3	0.4	1.8	10	-1	2	-16	5	2
COc1ccc(Cc2nccc3cc(OC)c(OC)cc23)cc1OC	5	0.0	5.1	-11	-9	-3	-26	0	0
O=C(c1cc(Br)ccc1Cl)N1CCC2(CC1)OCCO2	0	-0.1	-0.3	5	-1	2	0	-1	-2
CCS(=O)(=O)N1CCC(C(=O)N2CCC3(CC2)OCCO3)CC1	-1	0.0	-0.1	3	4	6	5	0	2
CC(C)(C)NCC(O)c1cc(Cl)c(N)c(Cl)c1 (configuration not stated)	1	0.2	-0.1	-23	0	0	11	1	-2
COc1cc(/C=C/c2nc3ccccc3c(=O)n2-c2cccc(O)c2)ccc1O	1	0.3	2.1	16	-4	-4	-5	3	34*
CCOc1cc2c(cc1OCC)-n1cccc1C(c1ccc(OC)cc1)NC2 (configuration not stated)	-3	0.0	3.7	3	-1	2	-2	5	0
CCOC(=O)c1ccc(N=C(C)c2c(O)[nH]c(=O)[nH]c2=O)cc1	-1	-0.1	1.7	2	3	3	5	0	3
c1cncc(CNCCc2ccc3c(c2)OCO3)c1	3	0.0	0.1	-7	0	-6	-6	0	0
Oc1ccc(-[n+]2c(-c3ccccc3)cc(-c3ccccc3)cc2-c2ccccc2)cc1	2	0.0	0.6	37	5	3	-1	9	1
CN(C)CCN(CC1CCCN(Cc2ccccc2F)C1)C(=O)Cc1c(F)cccc1F (configuration not stated)	2	-0.1	-0.3	-1	3	3	-1	3	-3
CC/C(=N\Nc1ccccc1)c1c(O)[nH]c(=O)[nH]c1=O	4	0.2	0.0	8	0	-5	-22	3	2
COC(=O)C1=C(c2cc3ccccc3s2)C[C@@H]2CC[C@H]1N2C(=O)NCc1ccccc1	1	-0.1	0.5	-32	-1	-4	-13	2	4
O=C(c1ccccc1)c1ccc(N=Nc2c(O)[nH]c(=O)[nH]c2=O)cc1	4	0.2	-3.2	2	-1	1	-11	5	2
COc1cc(N2CCOCC2)ccc1/C=C1\C(=O)NC(=O)N(Cc2ccc3c(c2)OCO3)C1=O	-2	0.0	-1.0	-4	-4	-6	6	0	27*
O=C(C1CCC(=O)N1Cc1ccccc1Cl)N1CCC2(CC1)OCCO2 (configuration not stated)	-2	-0.1	-1.3	3	-2	4	7	-2	0
Cc1nnc2n1-c1ccc(Br)cc1C(c1ccccc1Cl)=NC2	1	0.1	-1.6	-3	-3	1	18	0	1
Cc1[nH]c2ccccc2c1CCN	-1	0.3	-0.3	18	4	-8	-34	-5	3
COC(=O)C1=C(c2ccc(-c3ccccc3)c(F)c2)C[C@@H]2CC[C@H]1N2C(=O)NCc1ccc(F)cc1	·	0.0	2.9	-46	6	-10	-9	·	·
CC(C)OC(=O)C1C(=O)NC2(C)CC1c1ccccc1O2 (configuration not stated)	-1	0.1	3.7	-7	-4	0	1	1	-6
O=[N+]([O-])c1ccccc1CNCCc1c[nH]c2ccccc12	-1	0.0	4.5	-6	3	-2	19	-2	1
N#CCCn1cc(C=C2C(=O)NC(=O)NC2=O)c(-c2ccccc2)n1	-4	0.0	-2.3	3	-3	-1	-10	0	2
N#Cc1c(/N=C/c2c(O)n(Cc3ccco3)c(=O)[nH]c2=O)sc2c1CCCC2	4	0.1	-0.9	4	-3	4	17	1	44*
CCN(CC)C(=O)Oc1ccc(NC(=O)N2CCOCC2)cc1	-5	0.0	4.1	1	1	-5	-1	-3	-2
CCCCCCn1c(=O)c(C(=O)Nc2c(C)n(C)n(-c3ccccc3)c2=O)c(O)c2ccccc21	-4	0.4	0.1	-5	-5	-5	-2	6	0
COc1ccc(-n2c(O)c(/C(C)=N/N3CCCCCC3)c(=O)[nH]c2=O)cc1	1	-0.2	2.5	18	-3	2	1	-7	-4
Cc1ccc(C(=O)n2cc(CCN3CCS(=O)(=O)CC3)c3ccccc32)cc1	2	0.0	-1.7	28	1	-1	10	5	2
Fc1ccc(CCNCc2ccc(Br)cc2)cc1	1	0.0	0.3	-19	-2	1	-8	5	-1
O=C(Cc1ccc(N(CCCl)CCCl)cc1)NC(Cc1ccc(Cl)cc1)C(=O)O (configuration not stated)	5	-0.1	-3.3	1	-3	0	1	8	0
CCOC(=O)C(O)(c1ccc(NC(=O)Oc2ccccc2)cc1)C(F)(F)F (configuration not stated)	-2	0.1	-0.3	2	-5	8	-12	-2	0
Cc1ccc(O)c(C(=O)c2cc(C(=O)NCCC(C)C)c(=O)n(CCC(C)C)c2)c1	4	0.3	3.6	-4	-5	-10	-44	13	6
CCn1c(C)c(C(=O)Nc2ccc(OC)cc2)c2cc(OC)ccc21	2	0.1	0.5	12	-1	-2	-9	0	-5
CC1(C)CN2C(c3ccc(Cl)cc3)N2C1 (configuration not stated)	-2	0.0	-1.4	4	2	3	11	3	2
O=C(Cn1ccc2ccccc2c1=O)NCC(=O)N1CCC2(CC1)OCCO2	-1	0.0	1.1	-6	0	-1	2	0	0
CCOC(=O)C1C2c3ccccc3O[C@@]1(C)N=C1SCC(=O)N12 (some centres not stated)	-3	0.2	-0.1	-2	-3	1	10	-2	-5
CC(=O)O[C@@H]1/C=C/[C@](C)(O)C[C@@H](C)C/C=C/[C@H]2[C@H](O)C(C)=C(C)[C@H]3[C@H](Cc4ccccc4)NC(=O)[C@@]123	0	-0.2	1.4	8	2	5	-5	-2	-4
CCC(=NCc1ccc2c(c1)OCO2)c1c(O)n(C2CCCCC2)c(=O)[nH]c1=O	2	0.2	4.0	45*	10	-1	11	10	5
CCN(CC)CCO	·	0.0	-1.1	-2	-4	6	6	·	·
Cc1ccccc1N1CCN(C2CCCN(C(=O)Cc3c(C)noc3C)C2)CC1 (configuration not stated)	-2	0.2	3.1	12	-2	-4	11	-3	4
CC(C)CC(=O)Nc1ccc(S(=O)(=O)N2CC3CC(C2)c2cccc(=O)n2C3)cc1 (configuration not stated)	1	-0.1	0.8	2	-4	6	4	-1	10
O=C(c1ccccc1F)N1C[C@H]2C[C@@H](C1)c1cccc(=O)n1C2	2	-0.1	-0.7	9	-2	2	5	4	-5
CCn1c(=O)cc(OCC(=O)N2CCC3(CC2)OCCO3)c2ccccc21	0	0.1	3.3	7	-10	0	1	-4	4
Cc1ccccc1OCCCn1cc(C(=O)C(=O)N2CCOCC2)c2ccccc21	6	0.1	0.4	22	-1	-6	15	5	1
CCOC(=O)c1ccccc1C(=O)OCC	-2	0.0	2.2	13	-4	8	-28	-1	-18
COc1ccccc1OCC#CCN1CCCC(C)C1 (configuration not stated)	7	-0.2	-2.4	21	0	-2	-1	1	3
COc1cccc(-c2nc3ccc(N4CCN(C)CC4)cc3[nH]2)c1	5	0.1	1.0	9	-1	-4	-5	-1	-2
COc1cccc(CNCCc2ccc3c(c2)OCO3)c1OC	0	-0.1	-0.8	-41	0	-1	4	1	1
c1ccc(CCN2CCC3(CC2)OCCO3)cc1	-1	0.0	1.0	2	-1	-4	5	0	1
CCCCCCn1c(=O)c(C(=O)Nc2ncccc2C)c(O)c2ccccc21	4	0.3	5.3	-10	26*	3	0	17	0
COc1ccc(C(=O)C2CCCN(Cc3ccon3)C2)c(OC)c1 (configuration not stated)	0	-0.1	2.2	-8	-3	2	-8	-13	-3
O=C(O)C(Br)CBr (configuration not stated)	·	0.1	-1.6	-20	-2	-9	5	·	·
(more compounds)
SMILES	CTSL1 counter	Efflux pump mplx	PP5 inh	PREPL inh	PP1 counter	LYPLA2 counter	GASC-1 inh	core dimer inh	TPT1 inhibitor
CC(=O)Nc1ccc(S(=O)(=O)NC(CC(=O)N2CCC3(CC2)OCCO3)C(C)C)cc1 (configuration not stated)	1	0.2	-2.9	12	-1	-2	-21	5	0
COc1cc2occc2c2oc(=O)ccc12	0	-0.2	2.9	13	0	8	-14	-17	-3
COC(=O)C1=CO[C@@H](C)[C@@H]2CN3CC[C@@]4(C(=O)Nc5ccccc54)[C@@H]3C[C@H]12	1	0.0	2.7	3	2	-6	-2	0	0
O=c1cccc2n1CC1CC2CN(Cc2cccc(Cl)c2Cl)C1 (configuration not stated)	0	-0.2	-2.3	9	-4	-6	-4	6	1
OCC12CO[C@@H]3c4ccccc4[C@H](OC1)N32 (some centres not stated)	-1	-0.1	-1.2	-13	-1	1	5	-3	4
COC(=O)C1=C(c2ccc(C(C)=O)cc2)C[C@@H]2CC[C@H]1N2C	·	0.0	-2.9	-1	-2	-2	-3	·	·
Cc1ccccc1[N+](=O)[O-]	·	0.0	-0.1	5	-7	-2	6	·	·
COc1ccccc1N1CCNCC1	-5	-0.1	0.3	-13	-5	-3	-4	8	-4
Cc1ccc(OP(N)(=O)Oc2ccc(C)cc2)cc1	-5	0.1	0.0	3	1	2	-13	-2	3
Cc1nc2ccccc2c(=O)n1-c1ccc(Cl)c(Cl)c1	2	0.2	-2.7	2	1	6	2	3	0
O=c1c2ccccc2nc(-c2ccco2)n1-c1nccs1	1	0.0	0.3	0	0	-9	-11	-1	0
CN1CCc2nc3sc(C#N)c(N)c3c(-c3cccs3)c2C1	1	0.0	3.2	35	8	-2	60	-4	12
CCOc1ccc(C2(C#N)CC[N+](C)(C)CC2)cc1	-1	0.1	2.3	14	-1	2	-13	-4	2

A portion of the library (hit frequency here may not be typical).
